LmPK inhibitor: qHTS Assay for Inhibitors of Leishmania Mexicana Pyruvate Kinase (LmPK); actives 0.37% (n = 290,000); purified LmPK, Kinase-Glo ATP luminescence, 1 h; Potency, µM (highest dose often 57.5 µM), for the others: at the highest dose activity change, negative = inhibition, usual class: inhibitors; note: potency is the fitted concentration of half-maximal effect
Target sequence (Q27686 whole entry, looked up): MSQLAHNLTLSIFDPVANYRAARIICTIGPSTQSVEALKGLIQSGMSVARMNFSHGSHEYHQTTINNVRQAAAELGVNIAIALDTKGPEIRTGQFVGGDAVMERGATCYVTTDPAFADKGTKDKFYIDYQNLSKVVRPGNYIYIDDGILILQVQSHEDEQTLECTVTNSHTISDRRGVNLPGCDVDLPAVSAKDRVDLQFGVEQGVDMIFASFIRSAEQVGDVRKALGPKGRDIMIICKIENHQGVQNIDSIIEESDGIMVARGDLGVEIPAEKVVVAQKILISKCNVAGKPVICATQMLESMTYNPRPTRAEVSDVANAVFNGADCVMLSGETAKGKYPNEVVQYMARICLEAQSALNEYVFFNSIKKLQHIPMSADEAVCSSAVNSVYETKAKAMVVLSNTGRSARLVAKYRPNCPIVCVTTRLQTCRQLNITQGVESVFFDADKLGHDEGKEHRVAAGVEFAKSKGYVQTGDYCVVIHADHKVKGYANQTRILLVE
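0.1 nM LmPK, 0.5 mM PEP, 0.1 mM ADP; 50 mM imidazole pH 7.2, 7 mM MgCl2, 50 mM KCl; 1 h RT. Kinase-Glo luminescence readout, normalized to no-enzyme (full inhibition) and uninhibited wells.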
HCMV antiviral: qHTS Assay for inhibitors of the human cytomegalovirus (HCMV). HFF cells, HCMV-luciferase reporter, 72 h; active compounds read low. activity change, negative = inhibition, % at 57.5 µM. actives 4.5% (n = 410,000); in the data active = activity change below about -60%; inconclusive = no clear call, values can overlap the other calls; inactive = above about -39%
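Two-dose cell screen: HFF monolayers treated with compounds and infected with luciferase-expressing HCMV at 1 PFU/cell, 72 h at 37C, then lysed for luciferase measurement.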
Sm TGR inh: qHTS Assay for the Inhibitors of Schistosoma Mansoni Peroxiredoxins; actives 3% (n = 360,000); AID 485364, 2010; Potency, µM (top dose mostly 114 µM), inactives show at the highest dose activity change, negative = inhibition, usual class: inhibitors; purified TGR, DTNB reduction, TNB absorbance 405 nm; note: potency is the fitted concentration of half-maximal effect; nearly all actives have a fitted effect of over 60% in size
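Kinetic colorimetric format: TGR-catalysed, NADPH-driven DTNB reduction monitored via TNB absorbance. Enzyme dispensed at 20 nM; compound exposure 15 min at room temperature before reaction start.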
TbPYK inhibitor: qHTS of Trypanosoma Brucei Inhibitors; pyruvate kinase (Trypanosoma brucei), Q57TT1; TbPYK enzyme, Kinase-Glo Plus ATP luminescence, 45 min; Potency, µM (highest dose often 76.8 µM), without a hit: at the highest dose activity, negative = inhibition, most hits filed as inhibitors; actives 0.12% (n = 410,000); AID 624173, 2012; note: potency is the fitted concentration of half-maximal effect; nearly all actives have a fitted effect of over 50% in size
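Readout: single end-point luminescence (Kinase-Glo Plus, 10 min). Reaction conditions were TbPYK/substrate plus 130 uM ADP, 45 min at RT, pH 7.2 TEA buffer. No-enzyme wells served as controls, and data were normalized before concentration-response fitting.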
AmpC detergent: qHTS Inhibitors of AmpC Beta-Lactamase (assay with detergent). AmpC hydrolysis of nitrocefin, absorbance 480 nm, 0.01% Triton. P00811. actives 0.041% (n = 370,000). Potency, µM (highest dose often 114 µM), inactives show top-dose activity change, negative = inhibition, actives largely listed as inhibitors;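 note: potency is the fitted concentration of half-maximal effect; 0% = no-compound wells and -100% = no-enzyme wells; nearly all actives have a fitted effect of over 25% in size; some results filed as inactive show a strong effect at the top dose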
Target sequence (P00811 whole entry, looked up): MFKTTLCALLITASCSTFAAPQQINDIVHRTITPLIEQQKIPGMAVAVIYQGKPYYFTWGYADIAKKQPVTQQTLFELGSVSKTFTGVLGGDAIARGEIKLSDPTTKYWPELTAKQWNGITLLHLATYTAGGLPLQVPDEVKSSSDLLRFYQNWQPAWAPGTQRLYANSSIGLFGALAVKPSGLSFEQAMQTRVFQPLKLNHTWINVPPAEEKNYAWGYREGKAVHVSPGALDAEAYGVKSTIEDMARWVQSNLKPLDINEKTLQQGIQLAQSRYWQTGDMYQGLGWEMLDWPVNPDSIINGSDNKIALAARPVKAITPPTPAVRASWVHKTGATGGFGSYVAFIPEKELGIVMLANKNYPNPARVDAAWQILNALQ
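20 mM phosphate pH 7.0 + 0.01% (detergent screen) or 0.0001% Triton X-100; 5.3 nM AmpC reagent; cpd preinc 15 min RT; nitrocefin (800 uM stock) to start; A480 q20 s × 4 min; Activity was normalised to no-enzyme and no-compound control wells.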
AMA1-RON2 inh: qHTS for Inhibitors of AMA1-RON; Towards Development of Antimalarial Drug Lead: Primary Screen. Plasmodium falciparum AMA1 (3D7) - RON2 peptide interaction. AlphaScreen AMA1-biotinylated RON2 peptide binding. Potency, µM (doses to about 58.2 µM), for inactives: at the top dose activity change, negative = inhibition, most hits filed as inhibitors. actives 0.2% (n = 360,000). AID 720542, 2013;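 note: potency is the fitted concentration of half-maximal effect; 0% = vehicle wells and -100% = peptide control; nearly all actives have a fitted effect of over 45% in size; some results filed as inactive show a strong effect at the top dose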
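AMA1 (3D7) with his tag at 25 nM final met compounds first, then biotinylated RON2 peptide at 25 nM; detection used donor plus acceptor beads, 10 µg/mL apiece, read by AlphaScreen after 30 min at room temperature.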
AmpC inh no detg: qHTS Inhibitors of AmpC Beta-Lactamase (assay without detergent); P00811; AmpC nitrocefin hydrolysis, absorbance 480 nm, 0.0001% Triton; Potency, µM (series often up to 57.1 µM), for the others: top-dose activity change, negative = inhibition, most hits filed as inhibitors; actives 0.52% (n = 330,000); AID 485341, 2010;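 note: potency is the fitted concentration of half-maximal effect; plate controls were no compound for no effect and no enzyme for full effect; nearly all actives have a fitted effect of over 20% in size; some results filed as inactive show a strong effect at the top dose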
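AmpC (5.3 nM in the dispensed reagent) in 20 mM phosphate pH 7.0 with 0.01% (detergent screen) or 0.0001% Triton X-100 was preincubated with compounds for 15 min at room temperature. Nitrocefin was then added from an 800 uM solution, and hydrolysis was followed at 480 nm.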
Numbers without * were called inactive; ? = inconclusive; . = no result given; & = joins results of further samples; [ ] = remark or other dose. Unless noted, calls come from the whole dose curve; as a rule, active = well fitted curve in the direction sought with a large enough effect; inconclusive = small, poorly fitted or top-dose-only effect, or another doubt; inactive = no such curve, though single readings can be large; an effect the other way counts as inactive or inconclusive. Unless noted, % is set by controls: 0 for no effect and ±100 for the full control effect.

structure	LmPK inhibitor	HCMV antiviral	Sm TGR inh	TbPYK inhibitor	AmpC detergent	AMA1-RON2 inh	AmpC inh no detg
Cc1ccc(-n2nc(-c3ccccc3)cc2Nc2ccccc2N)cc1	-1%	-19	5%	0%	-12%	-23%	-20%
CC1=NN(c2cccc(Cl)c2)C(=O)C1	1%	0	23%	-6%	-4%	3%	-42%
Cc1ccc(NC(=S)c2ccncc2)c(C)c1	7%	0	-16%	-2%	-11%	-3%	-9%
CC(=O)Oc1ccc(NC(=O)C2CCCCC2)c(C(=O)O)c1	0%	29	-17%	5%	-8%	2%	-16%
CCCOC(c1ccccc1)(c1ccccc1)C(Oc1nc(C)cc(C)n1)C(=O)O (stereo not given)	3%	16	-3%	5%	-1%	-1%	-19%
COC(=O)C(CCSC)NC(=O)c1c(C)oc2ncn(CC(C)C)c(=O)c12 (stereo not given)	.	0	4%	-5%	21%	.	.
COC(C(=O)N/N=C(\C)c1ccc(O)cc1)c1ccccc1 (stereo not given)	-7%	-34	2%	0%	?	15%	-12%
Cc1cc(OCC(=O)NC2CCN(Cc3ccccc3)CC2)c2c(C)cc(=O)oc2c1	-8%	-16	2%	-4%	0%	6%	-10%
COc1cc(/C=N/NC(=O)c2cccnc2)ccc1OC(=O)c1ccc([N+](=O)[O-])cc1	0%	-20	-9%	0%	0%	11%	-28%
NC(=O)c1ccc(NC(=O)CN2CCOCC2)cc1	-1%	-7	5%	2%	2%	9%	-7%
CN1CCN(Cc2cc(=O)n3ccsc3n2)CC1	0%	-89*	-16%	0%	4%	19%	-39%
CCOC(=O)c1ccc(NC(=O)COC(=O)c2cn(CC)c3nc(C)ccc3c2=O)cc1	.	-25	-2%	6%	-7%	.	.
O=C(Nc1ccc(F)cc1)N(Cc1cccs1)Cc1cc2cc3c(cc2[nH]c1=O)OCO3	6%	-61*	-10%	-13%	-6%	-30%	-53%
Cc1cc(C)c(C#N)c(Oc2ccc(F)cc2)n1	-7%	10	10%	1%	-5%	-5%	-6%
CCOC(=O)c1ccc(-n2c(=O)[nH]c3ccccc3c2=O)cc1	6%	0	0%	5%	-7%	-14%	-6%
C/C=C/C=C/C(=O)O	.	-5	?	1%&5%	2%	-1%	-10%
CCCOc1ccc(OCCOCCN2CCc3ccccc3C2)cc1	-2%	6	1%	6%	-15%	-23%	47%
CCOc1ccccc1/C=N/NC(=O)CNC(=O)c1ccc(S(=O)(=O)N2CCOCC2)cc1	2%	17	4%	2%	-8%	3%	-11%
CCCCOCCCNC(=O)C1CCCCC1	-2%	25	0%	-4%	?	2%	0%
C=CCNc1nc(N)c([N+](=O)[O-])c(NCc2ccccc2)n1	7%	.	-5%	-1%	-12%	-6%	-30%
COc1cc(/C=C2\SC(=N)N(c3ccc(F)cc3)C2=O)ccc1O	-2%	-35	1%	-5%	1%	-7%	-31%
COc1ccc(OC)c(NC(=O)c2c(NCc3sccc3C)sc3c2CCCCC3)c1	.	14	20µM*	?	5%	.	.
Cc1nc2scc(C)n2c(=O)c1S(=O)(=O)NC(C)c1ccccc1 (stereo not given)	-2%	-1	-8%	-26%	1%	9%	1%
O=C(N/N=C/c1cc2c(cc1Cl)OCO2)c1cccc(Br)c1	-1%	30	-5%	5%	-12%	-2%	-23%
C[N+]1(C2CCC3CCCC2C3O)CCCCC1 (stereo not given)	-5%	23	5%[57.1 µM]	2%	?	-7%	-17%
CC(C)NC(=O)C(C)Oc1ccc(S(=O)(=O)NCc2ccc3c(c2)OCO3)cc1 (stereo not given)	-2%	55	4%	0%	-3%	-10%	-3%
CCOC(=O)Cc1nnn(CC(=O)OCC)n1	10%	-9	-20%	4%	-7%	2%	-8%
Cc1ccc(CN2CCC(C)(Oc3ccc(Cl)cc3)C2)cc1 (stereo not given)	.	1	.	2%	.	-16%	.
CCOc1ccc(/C=C2\SC(=S)N(N3C(=O)C4CC4C3=O)C2=O)cc1 (stereo not given)	-1%	30	-2%	3%	0%	30%	-29%
Cn1cc(CCC(=O)NCCCc2ccccc2)c2ccccc21	8%	4	1%	6%	0%	-16%	5%

Compounds listed so far with a thiophene ring, fused or not, in the order listed:
structure	LmPK inhibitor	HCMV antiviral	Sm TGR inh	TbPYK inhibitor	AmpC detergent	AMA1-RON2 inh	AmpC inh no detg
O=C(Nc1ccc(F)cc1)N(Cc1cccs1)Cc1cc2cc3c(cc2[nH]c1=O)OCO3	6%	-61*	-10%	-13%	-6%	-30%	-53%
COc1ccc(OC)c(NC(=O)c2c(NCc3sccc3C)sc3c2CCCCC3)c1	.	14	20µM*	?	5%	.	.

(listing goes on)
structure	LmPK inhibitor	HCMV antiviral	Sm TGR inh	TbPYK inhibitor	AmpC detergent	AMA1-RON2 inh	AmpC inh no detg
COc1ccccc1N1CCN(C(=O)Nc2ccc(F)c(Cl)c2)CC1	14%	-3	14%	1%	4%	11%	34%
O=C(CCC(=O)N/N=C/c1ccc(Br)o1)N/N=C/c1ccc(Br)o1	-5%	-62*	35µM*	-8%	-6%	5%	-47%
CCn1cc(CN2CCC(n3nccc3NC(=O)CCc3ccccc3)CC2)cn1	-5%	-33	-8%	-2%	-3%	-5%	33%
N#C/C(C(=O)c1ccccc1)=C1/CCCCCN1	-18%	102	2%	0%	?	-9%	-13%
COc1ccc(N(CC(=O)NCCSc2ccccc2)S(C)(=O)=O)cc1	-3%	-17	-11%	9%	0%	-16%	-6%
CCOC(=O)c1ccc(NC=C2C(=O)OC3(CCCCC3)OC2=O)cc1	5%	-22	2%	-14%	-8%	-5%	-4%
Cc1cnc(C(=O)OC(C(=O)c2c[nH]c3ccccc23)c2ccccc2)cn1 (stereo not given)	.	14	0%	-4%	?	14%	-12%
COc1ccc(NC(=O)CCc2nnc3n(Cc4ccccc4Cl)c(=O)c4ccccc4n23)cc1	.	-16	3%	5%	-1%	.	.
CCOc1ccc(C(CC(=O)O)NC(=O)C23CC4CC(CC(C4)C2)C3)cc1 (stereo not given)	4%	-11	-2%	2%	-7%	-2%	-11%
CO/N=C(\Cn1ncc(N2CCOCC2)c(Br)c1=O)c1ccc(Cl)cc1	3%	-12	13%	-8%	4%	3%	35%
CC(=O)C[C@@H](O)CC(=O)[C@@H]1OC(=O)CCCCCCCCc2ccccc21	.	-25	.	-1%	.	-2%	166%[activator]
O=C(CCC(=O)N1C[C@H]2C[C@@H](C1)c1cccc(=O)n1C2)NCc1ccccc1C(F)(F)F	.	-10	-12%	-3%	2%	11%	-8%
CC(=O)/C=C\c1cn(-c2ncc(C(F)(F)F)cc2Cl)c2ccccc12	-2%	-11	5%	2%	-1%	-8%	?
Cc1cc2c(c(=O)n1CC1CCCO1)C(c1ccco1)C(C#N)=C(N)O2 (stereo not given)	5%	7	-15%	3%	-9%	2%	-13%
Cn1c2c(c(=O)n(C)c1=O)C(C(F)(F)F)(C(F)(F)F)N=C(c1ccc(Cl)cc1)N2	0%	.	-6%	-3%	-4%	13%	-9%
CCCCC[C@@H]1CCCCC[C@@H](O)C[C@@H](O)[C@H](O)/C=C/C(=O)O1	.	-19	.	6%	.	-1%	.
CN(c1ccccc1)S(=O)(=O)c1ccc(NC(=O)C2CC2)cc1	-3%	-25	2%	3%	?	-6%	-54%
O=C(O)c1ccccc1NS(=O)(=O)c1cccc(-n2sc3ccccc3c2=O)c1	-19%	7	?	5µM*	?	-16%	-56%
CCOc1cccc2sc(N(CCCN(C)C)C(=O)Cc3ccccc3)nc12	11%	?	6%	0%	0%	10%	124%[activator]
COc1cccc(C2CC(=O)Nc3c2c(=O)n(C)c2nc4ccccc4n32)c1OC (stereo not given)	.	-8	1%	-6%	4%	.	.
Nc1ccc(Cl)c(S(=O)(=O)Nc2cccc(Cl)c2)c1	2%	?	-1%	-4%	4%	1%	-45%
CCOC(=O)c1ccc(CC2SC(N)=NC2=O)cc1 (stereo not given)	0%	40	14%	-2%	-1%	0%	-16%
COc1ccccc1C(=O)N/C(=C\c1cn(S(=O)(=O)N(C)C)c2ccccc12)C(=O)N1CCOCC1	5%	33	6%	0%	2%	1%	33%[activator]
Cc1cc2c([nH]c3ccccc32)c2c1OC(C)(C)C=C2	3%	34	2%	1%	8%	4%	-24%
COc1ccccc1CNC(=O)C1CCN(S(=O)(=O)c2ccc3c(c2)C(C)(C)C(=O)N3C)CC1	-1%	-9	42%[activator]	-1%	-17%	19%	71%[activator]
Cc1ccc(NC(=O)c2ccc(-c3ccccc3)s2)cc1	.	20	2%	-2%	17%	.	.
CCOc1ccc2cc(C(=O)NCc3ccccc3)c(=N)oc2c1	6%	61	-22%	-5%	-1%	16%	-10%
Cc1cc(F)ccc1S(=O)(=O)N1CCCOC1CNC(=O)C(=O)NCCN1CCOCC1 (stereo not given)	2%	37	3%	4%	4%	19%	17%
Cc1ccc(-c2cc(-c3ccccc3)no2)c(O)c1	-17%	3	0%	-4%	1%	-4%[11.6 µM]	-14%
COc1cc(OC)cc(C(=O)NC2CCN(CCCOc3ccccc3)CC2)c1	-8%	48	-9%	-6%	-9%	-2%	6%
COC(=O)C1=C(N)OC2=C(C(=O)CC(C)(C)C2)C1c1cc2c(cc1Cl)OCO2 (stereo not given)	6%	9	7%	-2%	0%	7%	-19%
Cc1cc2cc(CNC(=O)c3cc4ccccc4o3)ccc2n1C	-4%	.	?	.	-9%	.	-32%
Cc1ccc(C(=O)CCNc2ccccc2)o1	-4%	27	25µM*	4%	0%	2%	.

Part of the list above, with each value named.
> Cc1ccc(-c2cc(-c3ccccc3)no2)c(O)c1
- LmPK inhibitor = -17%
- HCMV antiviral = 3
- Sm TGR inh = 0%
- TbPYK inhibitor = -4%
- AmpC detergent = 1%
- AMA1-RON2 inh = -4%[11.6 µM]
- AmpC inh no detg = -14%
> CC(=O)C[C@@H](O)CC(=O)[C@@H]1OC(=O)CCCCCCCCc2ccccc21
- LmPK inhibitor = .
- HCMV antiviral = -25
- Sm TGR inh = .
- TbPYK inhibitor = -1%
- AmpC detergent = .
- AMA1-RON2 inh = -2%
- AmpC inh no detg = 166%[activator]

Screening results deposited in PubChem by National Center for Advancing Translational Sciences (NCATS).
